BAZ2B block: inhibitors of human BAZ2B bromodomain. Q9UIF8. AlphaScreen BAZ2B-H3K14Ac peptide displacement. Potency, µM (series often up to 114 µM), without a hit: at the top dose activity change, negative = inhibition, actives largely listed as inhibitors. 360,000 tested, 4.4% active. AID 504333; further: on the % scale 0 is the no-effect control and ±100 the full control effect; nearly all actives have a fitted effect of over 60% in size
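Multi-concentration screen (max 110 uM) measuring displacement of acetylated histone H3 peptide from BAZ2B by AlphaScreen, using 50 nM protein, 50 nM peptide and 10 ug/mL streptavidin donor plus Ni-chelate acceptor beads.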
GLS inhibitor: inhibitors of human glutaminase (GLS); GLS enzymatic activity, qHTS titration; Potency, µM (titrated, usually from 45.5 µM), for inactives: top-dose activity change, negative = inhibition, actives largely listed as inhibitors; 410,000 tested, 0.21% active; further: on the % scale 0 is the no-effect control and ±100 the full control effect
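Two-point fluorescence kinetic (t0, 30 min RT) for hKGA; glutamate detected via glutamate oxidase–HRP–Amplex Red. Substrate: 1 mM L-glutamine solution; buffer 45 mM KH2PO4, pH 8.2.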
JMJD2A Tudor: inhibitors of human JMJD2A Tudor domain; AlphaScreen JMJD2A-Tudor / H3K4me3 peptide binding; Potency, µM (titrated, usually from 114 µM), without a hit: top-dose activity change, negative = inhibition, hits mostly inhibitors; 390,000 tested, 4.4% active; AID 504339; further: on the % scale 0 is the no-effect control and ±100 the full control effect; nearly all actives have a fitted effect of over 50% in size
HP1b chromo inh: HP1-beta chromodomain-methylated histone interaction inhibition. AID 540317. Potency, µM (titrated, usually from 114 µM), inactives show at the top dose activity change, negative = inhibition, hits mostly inhibitors. P83916. 390,000 tested, 0.56% active. AlphaScreen HP1-beta / biotin-H3K9me3 peptide binding; further: nearly all actives have a fitted effect of over 70% in size; inactives centre near 23
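AlphaScreen: HP1-beta (50 nM) preformed 30 min with biotin-H3(1-18)K9me3 peptide (50 nM) in PBS pH 7.4, 0.01% Tween-20. Compound added for 30 min at RT, then streptavidin donor/nickel chelate acceptor beads (10 ug/mL) for 30 min.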
BLM inh: blocks DNA unwinding by human BLM helicase. recombinant BLM DNA unwinding, fluorescence dequenching. Potency, µM (highest dose often 56.1 µM), for inactives: at the top dose activity change, negative = inhibition, usual class: inhibitors. 350,000 tested, 0.2% active. AID 2528;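 further: plate controls were vehicle for no effect and no enzyme for full effect; nearly all actives have a fitted effect of over 35% in size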
Pin1 inhibitor: human Pin1 inhibition | 390,000 tested, 0.009% active | AID 504891 | Potency, µM (doses to about 115 µM), inactives show at the top dose activity, negative = inhibition, actives largely listed as inhibitors | Q13526 | Pin1 FP peptide displacement, HiFluor488, 10 min; active means well fitted inhibition curve with a large enough effect in the polarisation, with a control signal flat, not every such curve was filed as active; inconclusive means small, poorly fitted or top-dose-only effect, or effect the other way, or a change in a side signal; inactive means no such curve, though single readings can be large or run the other way; the % refers to the polarisation; further: on the % scale 0 is the no-effect control and ±100 the full control effect
G9a block: inhibitors of human histone lysine methyltransferase G9a; Potency, µM (doses to about 102 µM), inactives show top-dose activity, negative = inhibition, actives largely listed as inhibitors; G9a H3K9 monomethylation, AlphaScreen, 2 h; Q96KQ7; 350,000 tested, 8.8% active; further: on the % scale 0 is the no-effect control and ±100 the full control effect; nearly all actives have a fitted effect of over 75% in size
Target sequence (Q96KQ7 913-1193 limits assumed): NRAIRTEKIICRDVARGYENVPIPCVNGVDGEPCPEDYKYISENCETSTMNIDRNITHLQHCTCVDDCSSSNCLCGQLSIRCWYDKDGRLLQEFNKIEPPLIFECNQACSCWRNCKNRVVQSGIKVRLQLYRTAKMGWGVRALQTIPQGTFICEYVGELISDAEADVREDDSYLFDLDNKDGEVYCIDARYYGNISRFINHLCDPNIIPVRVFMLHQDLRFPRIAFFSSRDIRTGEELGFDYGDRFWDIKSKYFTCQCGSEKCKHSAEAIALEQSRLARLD
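Quantitative HTS format: methyltransferase activity on a biotin-tagged H3K9 peptide is measured by AlphaScreen, using a rabbit anti-monomethyl-H3K9 antibody with streptavidin donor and anti-IgG acceptor beads. Final levels are 20 nM enzyme, 500 nM peptide, 20 uM SAM; 2 h RT.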
Tb PGK inh: inhibitors of T. brucei phosphoglycerate kinase; P07378; PGK/GAPDH coupled, Kinase-Glo luminescence, 60 min; Potency, µM (series often up to 57.5 µM), for inactives: at the top dose activity change, negative = inhibition, usual class: inhibitors; 380,000 tested, 0.043% active; further: on the % scale 0 is the no-effect control and ±100 the full control effect; nearly all actives have a fitted effect of over 60% in size
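Recombinant glycosomal PGK reaction used 1,3-bisphosphoglycerate generated in-well by GAPDH (100nM final) in 100mM TEA pH 7.6, 5mM MgCl2, 0.01% Tween-20. After 60 minutes at room temperature, ATP was read by Kinase-Glo Plus luminescence end-point.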
Pol iota inh: DNA polymerase iota (human) inhibition. Pol iota fluorescent replication assay, 10 min. Q9UNA4. Potency, µM (series often up to 115 µM), inactives show at the highest dose activity, negative = inhibition, actives largely listed as inhibitors. 390,000 tested, 1% active
Target sequence (Q9UNA4 whole entry, looked up): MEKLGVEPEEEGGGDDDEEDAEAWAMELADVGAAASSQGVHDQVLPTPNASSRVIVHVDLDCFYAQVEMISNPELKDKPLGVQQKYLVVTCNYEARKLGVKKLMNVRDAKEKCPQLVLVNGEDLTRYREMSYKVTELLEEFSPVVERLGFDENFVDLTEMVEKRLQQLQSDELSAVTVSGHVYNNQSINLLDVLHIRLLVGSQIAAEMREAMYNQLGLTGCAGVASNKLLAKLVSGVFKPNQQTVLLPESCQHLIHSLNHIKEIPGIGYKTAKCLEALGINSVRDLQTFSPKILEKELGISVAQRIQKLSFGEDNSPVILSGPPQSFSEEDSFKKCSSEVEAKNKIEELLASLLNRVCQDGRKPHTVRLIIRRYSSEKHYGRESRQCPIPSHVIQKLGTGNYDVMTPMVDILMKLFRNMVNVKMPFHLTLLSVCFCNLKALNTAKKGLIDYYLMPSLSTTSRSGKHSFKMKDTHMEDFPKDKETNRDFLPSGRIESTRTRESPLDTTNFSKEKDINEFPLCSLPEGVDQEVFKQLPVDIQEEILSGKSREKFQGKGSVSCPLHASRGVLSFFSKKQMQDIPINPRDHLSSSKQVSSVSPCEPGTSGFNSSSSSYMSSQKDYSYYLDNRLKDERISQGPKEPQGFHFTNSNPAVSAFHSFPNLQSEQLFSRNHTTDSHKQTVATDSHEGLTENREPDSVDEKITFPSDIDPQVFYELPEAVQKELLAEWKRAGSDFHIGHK
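Fluorescent replication assay read twice, at 0 min and 10 min after adding 50 nM (final) substrate. Enzyme (10 nM) and compounds were first incubated 15 min at room temperature; enzyme-free buffer wells were negative controls.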
Numbers without * were called inactive; i = inactive; u = inconclusive; x = not tested or not shown; [ ] = dose if it differs, or a comment. Unless noted, the call rests on the fitted dose curve; in most records, active means well fitted curve in the direction sought with a large enough effect; inconclusive means small, poorly fitted or top-dose-only effect, or another doubt; inactive means no such curve, though single readings can be large; an effect the other way counts as inactive or inconclusive. Potency means the concentration at half of the fitted maximal effect. A portion of the library; the hit share may differ from the screen's.

SMILES	BAZ2B block	GLS inhibitor	JMJD2A Tudor	HP1b chromo inh	BLM inh	Pin1 inhibitor	G9a block	Tb PGK inh	Pol iota inh
CCCOc1ccc(C(=O)NCC(c2cccs2)N(C)C)cc1OC (stereo unspecified)	-22.0%	14.0%	-19.4%	12.5%	-3.4%	-0.5%	-30.7%	-1.0%	u
CCN1CCN(CCCNC(=O)C2CCCN(c3nnc(-n4cccc4)s3)C2)CC1 (stereo unspecified)	0.8%	-0.6%	-9.0%	13.0%	-5.0%	-1.4%	-6.1%[59 µM]	-6.2%	-6.8%
O=C(NCc1cccs1)C1(S(=O)(=O)c2ccccc2)CC=CC1	13.0%	1.4%	-12.1%	38.5%	2.9%	-3.8%	x	i	34.5%[activator]
O=C(CN1C(=O)c2ccccc2C1=O)Nc1nccs1	-8.7%	-0.4%	-14.4%	23.7%	-0.5%	6.1%	x	i	-15.5%
C/C(=N/NC(=O)CNC(=O)c1cccnc1)c1ccc(Cl)c(Cl)c1	-10.8%	1.9%	-8.2%	36.0%	-1.1%	-0.2%	13.1%	-6.1%	10.4%
COc1ccc(C(C)=O)cc1CN(C)C	3.1%	4.5%	-21.4%[57.1 µM]	53.2%[activator]	2.3%	3.4%	u	-2.0%	10.2%
Cc1cccc2c(=O)oc(-c3ccccc3Cl)nc12	-3.6%	10.7%	-2.7%	44.1%[activator]	0.7%	-16.0%	11.4%[0.501 µM]	-3.7%	-7.3%
CCCCOC(=O)c1nc(Cl)c(Cl)c(N)c1Cl	9.1%	-4.5%	1.4%	38.7%	2.7%	-2.5%	39.4%[59 µM]	-0.9%	12.9%
CCOc1ccc(NC(=O)CSc2nnc(C34CC5CC(CC(C5)C3)C4)n2C)cc1	7.7%	x	0.0%	16.6%	-6.4%	3.8%	0.1%	i	12.9%
COc1ccc(NC(=O)Cn2ncn3nc(-c4ccc(OC)cc4)cc3c2=O)cc1	-8.5%	-5.1%	-1.4%	34.5%	1.6%	5.8%	60.7%[activator]	-6.6%	14.4%
O=C(Nc1cccc(S(=O)(=O)N2CCCCC2)c1)c1ccc2ncsc2c1	56.2µM*	-20.1%	28.2µM*	7.1%	-9.1%	4.1%	u	-9.2%	u
Nc1c(C(=O)NCc2ccco2)nnn1Cc1ccccc1	-32.6%	-1.1%	-19.4%	6.6%	2.3%	-1.3%	7.9%[59 µM]	3.4%	4.0%
Cc1c(C(=O)c2ccc(Br)cc2)c(=O)n(C)c(=O)n1C	-13.6%	-6.8%	4.2%	61.5%[activator]	0.3%	9.3%	u	-6.4%	12.1%
Cc1nnc(SCC(=O)NCc2ccc3c(c2)OCO3)n1C	-7.7%	2.9%	-17.7%	30.8%	-4.5%	-2.8%	-3.4%	-3.7%	9.0%
CCCNc1ncnc2c1c(-c1ccccc1)cn2-c1ccc(OCC)cc1	-26.2%	0.9%	-30.0%	18.0%	-6.3%	13.0%	-35.9%[59 µM]	-7.8%	-18.0%
O=C1CC(SCc2nc3ccccc3[nH]2)C(=O)N1c1ccc(F)cc1 (stereo unspecified)	-23.3%	1.0%	-26.9%	50.3%	-6.3%	0.4%	u	-4.3%	2.7%
C#CCOCCOCCOCCNc1nc(N2CCN(C(=O)[C@H](CCC(=O)O)n3cc([C@@H](N)CC(N)=O)nn3)CC2)nc(N2CCN(C(=O)[C@H](CCC(=O)O)n3cc([C@@H](N)CC(N)=O)nn3)CC2)n1	x	-11.9%	20µM*	41.8%[activator]	x	12.7%	x	-8.1%	16.2%
O=C(CNC(=O)c1ccc(Cl)cc1Cl)NCCCn1ccnc1	-5.6%	-1.6%	7.7%	18.3%	-1.1%	7.0%	-1.1%	-1.5%	-8.8%
Nc1nonc1-c1noc(N2CCOCC2)n1	-4.0%	4.3%	14.0%	2.0%	0.7%	0.1%	16.9%[59 µM]	-13.2%	-3.0%
COc1ccc(OC)c(NC(=O)CC2SC(=NCc3ccccc3)NC2=O)c1 (stereo unspecified)	-20.5%	7.4%	-28.2%	19.1%	5.2%	-7.7%	u	i	-0.3%
C=CCSc1nnc(NC(=O)CSc2nnc(C)s2)s1	-1.6%	2.0%	-32.0%	38.7%	0.5%	4.6%	13.2%[59 µM]	-9.9%	-0.2%
O=C(OC(C(=O)NCc1ccc2c(c1)OCO2)c1ccncc1)c1ccc(Cl)nc1 (stereo unspecified)	-17.8%	-13.2%	-5.6%	36.5%	-4.7%	1.9%	-0.8%	i	50.6%[activator]
Cc1cccc2nc(-c3ccco3)c(Nc3ccccc3)n12	39.8µM*	1.1%	u	-3.8%	-5.1%	-4.7%	u	-3.7%	13.1%
Cc1ccccc1C(=O)N1CCc2cc(-c3nc(NC(=O)Cc4ccc5c(c4)OCO5)sc3C)ccc21	-30.7%	-1.1%	-30.0%	5.3%	3.9%	13.6%	-44.4%	1.2%	3.6%
COc1ccc(/C=C2\CCC(C3CCCC3)C2=O)c(OC)c1 (stereo unspecified)	12.3%	-6.8%	5.7%	42.8%[activator]	-4.8%	-8.0%	10.1%	5.3%	18.2%
Cc1cc(C)n(C(C)CNS(=O)(=O)c2ccccc2)n1 (stereo unspecified)	-0.6%	0.3%	-2.1%	17.0%	0.5%	79.7%[activator]	-24.3%	7.4%	212.0%[activator]
CCCC1C(c2ccccc2)C(C#N)(C#N)C2(C#N)CC1(N)NC2=O (stereo unspecified)	5.7%	10.0%	-10.4%	53.9%[activator]	0.1%	-14.8%	x	-2.3%	-11.2%
O=C(NCc1ccco1)c1cc2nc(-c3cccs3)cc(C(F)(F)F)n2n1	-7.7%	-5.2%	-8.9%	16.0%	-0.4%	12.1%	u	0.0%	-17.8%[58.9 µM]
Cc1nnnn1/C(=C\c1ccccc1)C(=O)OCC(=O)N1CC2(C)CC1CC(C)(C)C2 (stereo unspecified)	5.5%	-8.5%	-9.1%	29.9%	-3.5%	2.5%	-22.1%[59 µM]	-3.6%	58.6%[activator]
c1ccc2nc(N3CCCC3)c(N3CCCC3)nc2c1	258.6%[activator]	18.2%	236.2%[activator]	380.3%[activator]	-4.7%	-1.7%	16.9%[12.7 µM]	-4.9%	0.6%
CC(C)(C)NC(=O)c1cccc(NC(=O)c2cccc(O)c2)c1	3.3%[57.1 µM]	0.0%	-10.5%	2.1%	-3.4%	-6.9%	13.0%[59 µM]	-0.3%	-16.7%
O=C1[C@@H]2Cc3c([nH]c4ccccc34)CN2C(=O)CN1CCO	5.5%	2.9%	-13.3%	16.9%	-3.0%	-12.3%	-2.1%	i	77.0%[activator]
Cc1nc2ccccn2c1C(=O)N=Nc1c(O)n(CCC(C)C)c2ccccc12	-3.1%	-0.6%	-26.4%	23.8%	-3.0%	-2.7%	-10.4%[59 µM]	-10.0%	-10.6%
N#C/C(=C\c1ccc(F)cc1)C(=O)NC1CCS(=O)(=O)C1 (stereo unspecified)	1.9%	u	-11.5%	-15.5%	-9.1%	-10.3%	2.9%	-3.1%	-29.7%
O=C(Cn1c(=O)n(CC2CCCO2)c(=O)c2ccccc21)N1CCN(c2ccccc2)CC1 (stereo unspecified)	11.0%	3.1%	-3.7%	23.7%	0.9%	-3.4%	26.9%[59 µM]	2.8%	11.0%
C[C@@H]1CN([C@@H](C)CO)C(=O)c2cccc(NS(C)(=O)=O)c2O[C@H]1CN(C)C(=O)Nc1ccc(F)cc1	x	3.0%	-10.8%	52.7%[activator]	x	0.4%	x	-0.2%	17.6%
Cc1nn(Cc2ccc(F)cc2Cl)c(C)c1[N+](=O)[O-]	4.2%	10.1%	10.6%	37.3%	-1.4%	-0.5%	-33.7%	11.7%	0.0%
COc1ccc2c(c1)N(C)C(=O)CC(c1ccccc1)=N2	-24.4%	5.1%	-6.2%	19.9%	-1.7%	-3.5%	u	-3.7%	11.0%
O=C(OCc1nc2ccc(Cl)cc2n1CCO)c1ccc2c(c1)OCO2	14.7%	-13.2%	-11.7%	32.7%	-19.6%	10.3%	1.7%[0.0925 µM]	-10.9%	3.9%
CCCC1=Nc2cc(C(=O)NCc3ccc(OC)cc3)ccc2Sc2ccc(C)cc21	-10.4%	8.7%	-10.6%	11.4%	-8.5%	23.0%	7.5%[59 µM]	-3.8%	31.7%[activator]
CCn1c(=O)n(CC)c2cc(N3CCCC3)c(NC(=O)Nc3cc(C)cc(C)c3)cc21	-5.0%	18.9%	-10.0%	43.2%[activator]	-3.8%	-2.7%	3.0%[59 µM]	-8.2%	18.3%
Cc1ccc(NCC(=O)N/N=C\c2ccc([N+](=O)[O-])o2)cc1	u	18.9%	-26.7%	1.1%	-3.3%	-0.6%	-12.7%	-0.1%	-9.8%
CC(=O)c1cccc(NC(=O)CN(C)S(=O)(=O)c2ccccc2)c1	-2.3%	-14.9%	-18.8%	38.8%	-2.0%	0.8%	3.1%[12.7 µM]	-7.9%	24.0%
CN(c1ccc(OCC(=O)OCC(=O)Nc2ccc(Br)cc2)cc1)S(=O)(=O)c1cccs1	-2.0%	-2.1%	-17.7%	4.9%	-5.2%	23.9%	1.0%	-8.1%	-16.5%

Screening data from PubChem.
